From PubChem BioAssay
NR2E3 ag-1: inhibitors of NR2E3-RetCOR corepressor binding, primary screen, NR2E3 agonist project, biochemical, TR-FRET, GST-NR2E3, biotin-RetCOR; Photoreceptor-specific nuclear receptor (Homo sapiens), Q9Y5X4; 1536-well; inhibition of corepressor binding, % at 4.78 µM; hit rate 0.12% among 320,000; AID 2300, 2010;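 active = percent inhibition above the cutoff of mean plus 3 SD of all tested compounds, set per screening campaign, cut at about 20% in these data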;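 also: 0% = DMSO wells and 100% = biotin wells as full block of FRET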
Target sequence (Q9Y5X4 whole entry, looked up): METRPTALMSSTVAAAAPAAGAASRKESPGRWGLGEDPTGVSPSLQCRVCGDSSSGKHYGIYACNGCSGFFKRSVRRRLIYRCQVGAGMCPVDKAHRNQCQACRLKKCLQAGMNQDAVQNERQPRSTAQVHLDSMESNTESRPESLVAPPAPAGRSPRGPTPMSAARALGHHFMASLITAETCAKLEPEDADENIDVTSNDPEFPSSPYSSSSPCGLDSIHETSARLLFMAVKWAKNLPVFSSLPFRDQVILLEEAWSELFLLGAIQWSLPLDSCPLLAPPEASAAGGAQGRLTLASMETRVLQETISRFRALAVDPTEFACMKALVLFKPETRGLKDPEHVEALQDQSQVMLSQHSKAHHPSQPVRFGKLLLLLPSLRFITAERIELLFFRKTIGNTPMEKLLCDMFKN
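System: GST-tagged NR2E3 plus biotinylated RetCOR corepressor; Amount: 1.35 nM GST-tagged NR2E3 final; Dosing: single nominal compound dose of 4.8 µM; Schedule: 5 h incubation at 4 °C; Technique: TR-FRET with europium anti-GST and streptavidin-D2, 340 nm excitation; Controls: biotin wells as high control, 0.6% DMSO wells as low control.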
CF NFkB inh: inhibitors of PAF-induced NF-kB signaling, primary screen, cell-based, GFP fluorescence, uHTS. KKLEB NF-kB-GFP reporter, GFP fluorescence overnight. inhibition, % at 5 µM. hit rate 0.86% among 360,000;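 active = at least 50% inhibition at 5 µM, scaled per plate between neutral and stimulator controls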;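 also: PAF is a Pseudomonas aeruginosa culture filtrate used as stimulus; plate controls were PAF-stimulated DMSO wells for no effect and unstimulated DMSO wells for full effect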
KKLEB tox: cytotoxicity in KKLEB CF airway cells, primary screen, cytotoxicity control for CF NF-kB inhibitor project, cell-based, uHTS, fluorescence assay plates; KKLEB CF airway cells viability, ATPlite luminescence, overnight; active compounds read low; cells stimulated with P. aeruginosa culture filtrate; activity change (cytotoxicity), % at 5 µM; hit rate 0.36% among 360,000; AID 602141, 2011;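 active = corrected activity change at or below -50% at 5 µM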
TWEAK Fn14 block: inhibitors of TWEAK-Fn14 signaling, primary screen, luciferase reporter cells, uHTS; TWEAK-stimulated Fn14 reporter cells, luciferase luminescence, 8 h; inhibition, % at 10 µM; hit rate 2% among 360,000; AID 1159606, 2016; in the data active = inhibition above about 50%
NR2E3 ag-2: NR2E3 agonists in two-hybrid cells, primary screen, cell-based, luminescence, CHO-S, Gal4-NCOR/VP16-NR2E3 | Photoreceptor-specific nuclear receptor (Homo sapiens), Q9Y5X4 | luciferase | inhibition of corepressor binding, % at 3.98 µM | hit rate 0.35% among 360,000 | AID 602229, 2012;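 active = inhibition above the mean of all tested compounds plus 3 SD, cut at about 70% in these data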;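 also: 0% = DMSO with NR2E3 transfected cells and 100% = cells lacking NR2E3 construct; higher means lower luciferase signal from less NR2E3 corepressor binding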
Peg3 prom inh: Peg3 promoter-driven luciferase inhibitors, primary screen, cell-based, HeLa, luciferase luminescence; HeLa PEG-Prom luciferase reporter, overnight; inhibition, % at 20 µM; hit rate 1.7% among 360,000;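 active = inhibition of at least 50% at 20 µM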
Shn3 inh set2: reduction of Shn3 3'UTR firefly luciferase signal, primary screen, Schnurri-3 inhibitor project, cell-based, Clone20 osteoblasts, set 2 | Clone20 osteoblast Shn3 3'UTR firefly luciferase, 24 h | inhibition, % at 12.5 µM | hit rate 0.52% among 360,000 | AID 588674, 2011;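 active = mean inhibition of at least 75% with every replicate also reaching 75%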;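 also: 0% = median of neutral control wells and 100% = pilot-screen positive control compound; some compounds past the cut are filed as inactive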
aDG glyco up: activators of alpha-DG glycosylation, primary screen, uHTS, Pro5-aDG cells, AlphaScreen. alpha-DG glycosylation AlphaScreen (IIH6); 0% Pro5, 100% B10-LARGE cell signal. activation, % at 10 µM. hit rate 0.22% among 360,000;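 active = activation of at least 8% versus controls, or a plate z-score of at least 8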;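 also: Pro5 are CHO cells carrying HIG-tagged alpha-DG that lacks glycosylation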
TRPM1 prom inh: inhibitors of MITF-dependent TRPM1 promoter reporter, primary screen, cell-based, SK-MEL-5, single point, luciferase; AID 488899, 2010; SK-MEL-5 TRPM1 promoter luciferase, 24 h; inhibition, % at 12.5 µM; hit rate 0.83% among 330,000;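 active = mean inhibition across replicates of 60% or more, whatever share of single replicates reaches that level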; also: values of inactives mirror those of a sister screen read the other way
HIF-2a block: HIF-2a reporter inhibitors, primary screen, luminescence, 786-0 RCC cells; 786-0 RCC cells HIF-2a reporter, luciferase luminescence, overnight; hit rate 0.72% among 360,000; inhibition, % at 18.8 µM; AID 624352, 2012;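 active = inhibition of the luminescence signal of 40% or more relative to plate controls, in a single-dose primary screen at 18.75 µM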
hiPSC survival: enhancers of single-cell hiPSC survival, primary screen, ATPlite luminescence; 100% = ROCK inhibitor wells, 0% = DMSO; survival enhancement, % at 20 µM; hit rate 0.044% among 360,000; in the data active = survival enhancement above about 18%;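 also: cells exposed to compounds for 16 hours before the ATP read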
An asterisk follows results filed as active; . = not tested or not shown.

1. Cc1ccc(C(=O)NC(C)c2ccccc2)o1 (centres undefined)
2. Cc1ccc(C(=O)OCC(=O)NCc2cccs2)cc1S(=O)(=O)N1CCOCC1
3. O=C(COc1cccc(NC(=O)c2cccc([N+](=O)[O-])c2)c1)c1ccc(Br)cc1
4. Cc1nnc(SCC(=O)NCc2ccccc2Cl)[nH]c1=O
5. CN(c1ccccc1)S(=O)(=O)c1cccc(NC(=O)c2cncc(Br)c2)c1
6. CC(=O)Nc1ccc(S(=O)(=O)NC(C)C(=O)NCCc2ccc(F)cc2)cc1 (centres undefined)
7. O=C(CN1C(=O)NC2(CCOc3ccccc32)C1=O)Nc1ccc(F)c(F)c1F (centres undefined)
8. C=CCN(CC=C)C(=O)c1ccc(OC2CCN(C(C)=O)CC2)c(OC)c1
9. COc1ccc2[nH]cc(CCNC(=O)CS(=O)(=O)Cc3ccccc3)c2c1
10. CCn1nc(NS(=O)(=O)c2ccccc2[N+](=O)[O-])c2cc3cccc(C)c3nc21

Assay by compound | 1 | 2 | 3 | 4 | 5 | 6 | 7 | 8 | 9 | 10
NR2E3 ag-1 | -3 | 1 | 1 | -1 | 1 | 4 | -1 | -6 | 1 | -5
CF NFkB inh | -9 | 5 | 4 | 4 | 29 | 20 | 4 | 33 | -8 | -20
KKLEB tox | 4 | -3 | 2 | 10 | -2 | -8 | -6 | -5 | 11 | 15
TWEAK Fn14 block | -3 | 0 | 71* | -8 | 38 | 7 | -12 | 3 | 3 | 5
NR2E3 ag-2 | -26 | 5 | 4 | -13 | -13 | -21 | -10 | 0 | -12 | -16
Peg3 prom inh | 16 | -4 | 50* | 8 | 33 | 9 | 0 | 5 | 4 | 14
Shn3 inh set2 | 0 | 17 | 35 | 12 | 28 | -3 | -2 | -10 | 9 | 8
aDG glyco up | 0.1 | 0.5 | 0.2 | -0.4 | 0.0 | -0.1 | -0.5 | 0.1 | 0.0 | -0.1
TRPM1 prom inh | 1 | 5 | 15 | 13 | 2 | -5 | 7 | -7 | -3 | 4
HIF-2a block | -1 | -2 | 1 | 10 | 22 | 17 | 24 | -9 | 11 | 1
hiPSC survival | -0.8 | -0.6 | 0.9 | 2.5 | -0.7 | 0.7 | 0.8 | -0.2 | -0.1 | 1.2

Structures above that have bromine:
3. O=C(COc1cccc(NC(=O)c2cccc([N+](=O)[O-])c2)c1)c1ccc(Br)cc1
5. CN(c1ccccc1)S(=O)(=O)c1cccc(NC(=O)c2cncc(Br)c2)c1

Assay by compound | 3 | 5
NR2E3 ag-1 | 1 | 1
CF NFkB inh | 4 | 29
KKLEB tox | 2 | -2
TWEAK Fn14 block | 71* | 38
NR2E3 ag-2 | 4 | -13
Peg3 prom inh | 50* | 33
Shn3 inh set2 | 35 | 28
aDG glyco up | 0.2 | 0.0
TRPM1 prom inh | 15 | 2
HIF-2a block | 1 | 22
hiPSC survival | 0.9 | -0.7

Additional results follow.
11. Cc1cccn2cc(-c3ccc(F)cc3)cc12
12. O=C(CCSc1nnc(-c2ccco2)o1)Nc1ccccc1
13. CCCN(CC(=O)Nc1ccc(Cl)cc1Cl)Cc1cc(=O)n2ccsc2n1
14. COc1ccc(NC(=O)CSCC(=O)NC2(C)CCS(=O)(=O)C2)cc1 (centres undefined)
15. Cc1ccc(CCNC(=O)c2cc(-c3ccncc3)nc3ccccc23)cc1
16. CC(C)N(C(=O)COC(=O)c1ccc(O)cc1)C(C)C
17. Cc1ccccc1OCC(=O)Nc1nnc(C2CCCC2)s1
18. COc1ccc(OC)c(S(=O)(=O)Nc2cc(Cl)cc(Cl)c2)c1
19. COCc1nnc(NC(=O)c2cc(Cl)ccc2OC)s1
20. CC(C)c1nnc(NC(=O)CCC(=O)NC2CCCCCCC2)s1

Assay by compound | 11 | 12 | 13 | 14 | 15 | 16 | 17 | 18 | 19 | 20
NR2E3 ag-1 | 5 | -1 | -2 | 1 | 10 | 3 | 2 | 2 | 1 | -6
CF NFkB inh | -13 | 3 | 15 | 0 | 14 | -8 | -2 | 9 | -18 | -16
KKLEB tox | 8 | -3 | -1 | 9 | 12 | 5 | 8 | 2 | 2 | 2
TWEAK Fn14 block | 11 | -14 | 5 | 3 | -1 | -1 | -21 | -6 | -3 | -11
NR2E3 ag-2 | -15 | -16 | 11 | -3 | -1 | -11 | -22 | 22 | -4 | -13
Peg3 prom inh | -38 | 4 | 46 | 16 | 26 | 14 | -49 | 6 | -12 | 3
Shn3 inh set2 | -12 | 23 | 9 | -11 | -2 | 10 | -16 | -1 | 21 | -37
aDG glyco up | 0.8 | -0.2 | -0.2 | 0.0 | 0.1 | -0.4 | 0.0 | 0.0 | -0.1 | 0.1
TRPM1 prom inh | -17 | -3 | 1 | 7 | 2 | 6 | -13 | -9 | -2 | -5
HIF-2a block | -44 | -3 | 23 | 11 | 21 | -8 | -35 | 8 | -44 | 6
hiPSC survival | -1.6 | 5.4 | 1.3 | -0.4 | -0.3 | 9.3 | -0.5 | -1.3 | -2.2 | -1.6

Record cards (already shown):
Shown for CCCN(CC(=O)Nc1ccc(Cl)cc1Cl)Cc1cc(=O)n2ccsc2n1 = NR2E3 ag-1: -2; CF NFkB inh: 15; KKLEB tox: -1; TWEAK Fn14 block: 5; NR2E3 ag-2: 11; Peg3 prom inh: 46; Shn3 inh set2: 9; aDG glyco up: -0.2; TRPM1 prom inh: 1; HIF-2a block: 23; hiPSC survival: 1.3
Shown for COc1ccc(OC)c(S(=O)(=O)Nc2cc(Cl)cc(Cl)c2)c1 = NR2E3 ag-1: 2; CF NFkB inh: 9; KKLEB tox: 2; TWEAK Fn14 block: -6; NR2E3 ag-2: 22; Peg3 prom inh: 6; Shn3 inh set2: -1; aDG glyco up: 0.0; TRPM1 prom inh: -9; HIF-2a block: 8; hiPSC survival: -1.3

(more compounds)
21. CC1(C(=O)NCCc2ccccc2)Cc2c(-c3cccc(C(F)(F)F)c3)ccnc2O1 (centres undefined)
22. C=C(C)CN(CC)c1nc(N)c(C#N)c(CC#N)c1C#N
23. Cn1nc(C(=O)NNC(=O)c2ccc(Cl)c(S(N)(=O)=O)c2)c2ccccc2c1=O
24. O=C(c1ccc2c(=O)n3c(nc2c1)CCCCC3)N1CCc2ccccc21
25. Cc1cccc(S(=O)(=O)N2CN(Cc3ccco3)c3nc4ccccc4nc32)c1
26. COc1ccc(CN(C(=O)c2ccco2)C2CC(C)N(C)CC2C)cc1 (centres undefined)
27. Fc1cccc(F)c1-n1c(CN2CCCC2)csc1=S
28. CSc1nc(O)c(C(c2ccc(OC(C)C)cc2)c2c(O)nc(SC)[nH]c2=O)c(=O)[nH]1
29. Cc1cc(C)cc(N(CC(=O)NC2CC3CCC2C3)S(C)(=O)=O)c1 (centres undefined)
30. C/C(=N\NC(=O)CSCc1ccc([N+](=O)[O-])cc1)c1cccc(Br)c1

Assay by compound | 21 | 22 | 23 | 24 | 25 | 26 | 27 | 28 | 29 | 30
NR2E3 ag-1 | . | 1 | 0 | 2 | -1 | 0 | 1 | -1 | -1 | 0
CF NFkB inh | -7 | -4 | 2 | 4 | 8 | -1 | -10 | -1 | 4 | 10
KKLEB tox | -4 | 5 | -31 | -1 | -4 | -1 | 7 | 6 | -9 | -5
TWEAK Fn14 block | -9 | -13 | 4 | -10 | 6 | -12 | -9 | 10 | 1 | 27
NR2E3 ag-2 | -14 | -14 | -26 | -61 | -27 | -12 | -23 | 25 | -28 | -15
Peg3 prom inh | 20 | -182 | -15 | -83 | -18 | 1 | 25 | 12 | 5 | 9
Shn3 inh set2 | 8 | 2 | 11 | 1 | -12 | -2 | 5 | 3 | -8 | 14
aDG glyco up | -0.3 | 0.0 | -0.2 | 0.0 | 0.2 | 0.0 | -0.2 | 0.0 | 0.0 | 0.5
TRPM1 prom inh | . | 4 | 1 | 3 | -9 | -5 | 7 | -57 | -4 | 9
HIF-2a block | 27 | -196 | 8 | -138 | -37 | -1 | 4 | 21 | 12 | 2
hiPSC survival | 2.0 | 0.9 | -0.3 | -0.6 | -0.8 | -3.6 | -1.4 | 0.2 | -1.3 | -0.9

31. CC(C)NC(=O)[C@]1(C)CCC[C@@]2(C)C3CC[C@@]4(C)C[C@]3(CCC21)CC4=O (some centres undefined)
32. CCCC[N+](CC#CCO)(CC#Cc1ccccc1)CCCC
33. COC(=O)c1cc(NCc2ccc3c(c2)OCO3)ccc1N1CCOCC1
34. O=C(Cc1csc(-c2cccc(F)c2)n1)Nc1cccc(S(=O)(=O)NC2=NCCC2)c1
35. O=C1CN(C(=O)COC(=O)c2ccc[n+]([O-])c2)c2ccccc2N1
36. COc1ccccc1N1CCN(C(=O)c2ccccc2N(C)S(=O)(=O)c2ccc(C)cc2)CC1
37. O=C(CN1CCN(Cc2cccc(Cl)c2)C1=O)NCC1CCCO1 (centres undefined)
38. CC(C)NC(=O)C1(C)Cc2c(-c3ccc(C(N)=O)cc3)ccnc2O1 (centres undefined)
39. CC(C)(C)c1ccc(CCC2OCC(CN3CCOCC3)O2)cc1 (centres undefined)
40. Cc1ccc([C@@H]2CC=C(C(=O)O)[C@H](c3ccccc3F)N2S(=O)(=O)c2ccccc2C)cc1
41. CCN(Cc1ccccc1)C(c1cc2ccc(C)cc2[nH]c1=O)c1nnnn1CCOC (centres undefined)

Assay by compound | 31 | 32 | 33 | 34 | 35 | 36 | 37 | 38 | 39 | 40 | 41
NR2E3 ag-1 | 3 | -1 | 0 | . | -2 | -4 | 4 | . | 1 | . | -2
CF NFkB inh | -2 | -9 | -6 | -20 | 25 | -1 | -21 | -7 | 4 | 19 | 13
KKLEB tox | -15 | -3 | 12 | -11 | -10 | 13 | 2 | 4 | -10 | 4 | -12
TWEAK Fn14 block | 20 | 10 | -18 | -35 | -1 | 15 | 5 | 12 | 8 | 12 | -4
NR2E3 ag-2 | 5 | -22 | 3 | 17 | 21 | -37 | -5 | -8 | -13 | -19 | -5
Peg3 prom inh | -5 | 5 | 19 | -8 | 0 | 19 | 13 | 9 | -2 | 12 | 8
Shn3 inh set2 | -10 | -8 | 9 | -2 | -15 | 11 | 8 | 7 | 12 | -4 | -2
aDG glyco up | 0.2 | -0.1 | -0.3 | -0.1 | 0.2 | -0.1 | 0.4 | -0.4 | 0.3 | 0.7 | 0.0
TRPM1 prom inh | -6 | 9 | 4 | . | 17 | -2 | 1 | . | 2 | 0 | 1
HIF-2a block | -1 | 18 | 29 | -21 | 5 | 10 | 15 | 12 | 3 | 11 | 0
hiPSC survival | 1.3 | -0.5 | -0.7 | -2.6 | -2.6 | 0.2 | -0.2 | -0.3 | 0.3 | 1.8 | 1.3
